HSP90 inh: HSP90 inhibitors, primary screen, cell lysate, luminescence. Heat shock protein HSP 90 (rabbit reticulocyte lysate; luciferase refolding). Rabbit reticulocyte lysate, luciferase refolding luminescence, 3 h. inhibition, % at 5.6 µM. 290,000 tested, 0.91% active. AID 1789, 2009;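 active = inhibition above the screen-wide mean plus 3 SD, computed separately per campaign, cut at about 16% in these data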;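 also: 0% = DMSO wells and 100% = 60 µM geldanamycin wells; inhibitors lower the luminescence because luciferase stays unfolded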
KLF5 inhibitor: KLF5 expression inhibitors, primary screen, DLD-1 cells, luminescence. DLD-1 KLF5 promoter-luciferase reporter. AID 1700, 2009. inhibition, % at 5 µM. 290,000 tested, 0.23% active;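 active = inhibition above a per-plate limit of that plate's mean compound inhibition plus 3 SD, cut at about 60% in these data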;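 also: 0% = DMSO wells and 100% = LY294002 at 200 µM; higher means less KLF5 promoter-driven luciferase light; inactives centre near -14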
AI-2 QS modul: Vibrio harveyi AI-2 quorum sensing modulators, primary screen, JMH597 strain, luminescence/OD600 ratio. Vibrio harveyi JMH597 AI-2 luminescence/OD600 ratio, 9 h; stronger effect = lower value; strain lacks LuxN and CqsS sensors; 0 = neutral-control median. activity change, % at 7.5 µM. 300,000 tested, 0.4% active; in the data active = activity change below about -75%, passing the limit was not always enough; inconclusive = no clear call, values can overlap the other calls;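 also: luminescence divided by OD600 gain over 9 h not by final OD600 alone; inactives centre near 13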
HSF1 inh: HSF1 inhibitors in luciferase reporter cells, primary screen, cell-based, NIH3T3, luminescence; NIH3T3-HGL HSE-luciferase, MG132-induced, luminescence 8 h; stronger effect = lower value; activity change, negative = inhibition, % at 7.5 µM (by protocol); 300,000 tested, 0.77% active;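 active = more than half of replicate wells show activity change below -50%, luminescence cut by over half; inconclusive = some wells, but at most half, below -50%; inactive = no replicate well below -50%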;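 also: luciferase reports HSF-1 transcriptional activity via heat shock element; 0% = median of DMSO wells and -100% = zero luminescence signal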
IEC-6 tox: cytotoxicity in IEC-6 intestinal epithelial cells, primary screen, cytotoxicity control for KLF5 inhibitor project, cell-based, luminescence; 290,000 tested, 0.78% active; IEC-6 cytotoxicity, luminescence viability; inhibition, % at 5 µM; in the data active = inhibition above about 22%;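 also: 0% = plate median of test compound wells and 100% = cytotoxic reference compound wells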
HIF act: HIF pathway transcriptional activators, primary screen, cell-based, U2OS HRE-luciferase, luminescence; U2OS HRE-luciferase reporter; normalized: DMSO 0%, desferrioxamine 100%; 300,000 tested, 0.32% active; activation, % at 7.5 µM (by protocol); AID 1910, 2009;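 active = mean activation of at least 10% of the iron chelator positive control signal, with at least half of replicates also reaching 10%; inconclusive = mean and replicate majority disagree about reaching 10%; inactive = mean and most replicates under 10%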
GSK3 alpha inh: blockers of GSK3A enzyme activity – biochemical, luminescence, cell-free homogeneous, HTS, primary screen; Glycogen synthase kinase-3 alpha (Homo sapiens), P49840; inhibition, % at 10 µM; 320,000 tested, 0.1% active; GSK-3 alpha kinase, ADP-Glo luminescence, 60 min;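 in the data active = inhibition above about 50%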;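 also: GST-tagged GSK-3 alpha with peptide substrate and 25 µM ATP; 0% = DMSO neutral wells and 100% = GW8510 positive control wells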
Target sequence (P49840 whole entry, looked up): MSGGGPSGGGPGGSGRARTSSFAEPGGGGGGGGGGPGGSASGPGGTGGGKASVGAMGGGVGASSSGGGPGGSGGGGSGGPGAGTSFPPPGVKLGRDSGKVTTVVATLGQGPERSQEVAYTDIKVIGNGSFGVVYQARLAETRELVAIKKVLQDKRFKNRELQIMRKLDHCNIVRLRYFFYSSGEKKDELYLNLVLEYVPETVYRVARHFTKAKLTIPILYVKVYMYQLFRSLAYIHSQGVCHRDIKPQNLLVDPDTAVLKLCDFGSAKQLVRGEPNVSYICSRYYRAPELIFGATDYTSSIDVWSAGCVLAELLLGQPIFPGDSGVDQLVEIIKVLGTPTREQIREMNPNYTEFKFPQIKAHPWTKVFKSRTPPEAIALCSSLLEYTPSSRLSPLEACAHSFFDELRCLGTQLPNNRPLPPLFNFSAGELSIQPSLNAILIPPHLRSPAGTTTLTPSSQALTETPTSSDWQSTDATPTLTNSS
GSK3beta inhib: human GSK3beta kinase inhibitors, primary screen, biochemical, cell-free homogeneous, HTS; GST-GSK3beta kinase, ADP-Glo luminescence, 60 min; stronger effect = lower value; activity score (negative = inhibition), % at 10 µM; 300,000 tested, 0.038% active; AID 2097, 2009;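 active = more than half of replicate wells score below -50%, meaning over 50% inhibition versus plate controls; inconclusive = some replicates but at most half score below -50%; inactive = no replicate scores below -50%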;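 also: 0% = median DMSO wells and -100% = median GW8510 positive control wells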
Target sequence (P49841 whole entry, looked up): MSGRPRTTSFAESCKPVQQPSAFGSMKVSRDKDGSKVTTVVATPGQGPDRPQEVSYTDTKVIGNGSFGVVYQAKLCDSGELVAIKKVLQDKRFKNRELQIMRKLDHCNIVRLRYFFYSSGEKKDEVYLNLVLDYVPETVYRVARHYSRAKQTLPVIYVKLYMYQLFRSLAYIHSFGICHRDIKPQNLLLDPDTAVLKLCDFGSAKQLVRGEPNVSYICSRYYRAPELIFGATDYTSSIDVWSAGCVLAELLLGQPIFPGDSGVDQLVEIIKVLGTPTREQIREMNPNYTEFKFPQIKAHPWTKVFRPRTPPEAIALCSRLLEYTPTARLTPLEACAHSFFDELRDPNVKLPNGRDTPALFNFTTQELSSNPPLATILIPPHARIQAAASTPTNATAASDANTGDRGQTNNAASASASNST
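test system = GST-tagged human GSK3beta kinase, cell-free | reagent = 25 µM ATP with peptide substrate | dosing = one dose of 10 µM per compound | schedule = 60 min reaction, RT | detection = luminescent ADP-Glo measurement of ADP formed | control set = DMSO neutral wells and GW8510 at 20 µM as positive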
aSyn 5UTR inh: MLPCN primary screen, SNCA 5' untranslated region; 300,000 tested, 0.82% active; alpha-synuclein 5'UTR reporter, inhibitor activity; inhibition, % (tested at 7.5 µM); AID 1813, 2009; in the data active = inhibition above about 60%; inconclusive = no clear call, values can overlap the other calls;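 also: H4 neuroglioblastoma cells stably carrying SNCA 5'UTR luciferase fusion; 0% = DMSO wells and 100% = positive control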
HSF1 activator: HSF-1 activators, primary screen, NIH3T3-HGL cells, MG132 stress, luminescence, single point | NIH3T3-HGL HSF-1 luciferase reporter, 8 h; 100% = twice DMSO control signal | activation, % at 9 µM | 300,000 tested, 1.7% active | AID 504408, 2011;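 active = mean replicate activation of at least 50% with a set share of replicates each reaching 50%; inconclusive = only one of those two conditions met; inactive = mean below 50% and too few replicates reaching it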;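 also: 0% = median of the neutral control wells and 100% = twice that signal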
* = called active by the depositor; ? = inconclusive; / = not tested or not shown.

SMILES	HSP90 inh	KLF5 inhibitor	AI-2 QS modul	HSF1 inh	IEC-6 tox	HIF act	GSK3 alpha inh	GSK3beta inhib	aSyn 5UTR inh	HSF1 activator
Cc1nc2c([N+](=O)[O-])c(C)c(C)cc2[nH]1	-1	3	12	0	0	0.0	9	-3	13	-16
CCOc1ccc(S(=O)(=O)Nc2cccc(C(=O)N3CCN(c4ccc(OC)cc4)CC3)c2)cc1	6	-9	13	1	5	-0.1	-2	-1	1	26
CCOC(=O)C1=NN(C(=O)c2cccc(Br)c2)C(O)(C(C)(C)C)C1 (stereo not drawn)	-1	-35	19	7	5	0.3	-1	-1	105*	18
C=C(C)COc1ccc(-c2n[nH]c(C)c2-c2ccc(OC)cc2)c(O)c1	0	-36	30	-2	-5	-0.3	-3	3	-3	8
Cn1ccnc1SCc1cn2cc(Br)ccc2n1	18*	-113	10	7	-7	-0.6	-2	0	46	23
CC1CC(=O)c2cnc(N)nc2C1 (stereo not drawn)	0	-14	21	-4	3	0.5	-2	3	33	-9
CCn1nc(C(=O)OCC(=O)N2CCc3ccccc32)c2ccccc2c1=O	-2	4	13	0	-1	-0.5	2	1	2	6
O=C(O)c1nn(Cc2csc(-c3ccccc3)n2)c(=O)c2ccccc12	-1	0	/	10	2	1.0	2	/	-28	41
C=CCn1c(=N)c(C(=O)NCCCOC)cc2c(=O)n3cccc(C)c3nc21	-2	-42	11	/	8	-0.2	1	0	-14	/
CN(C(=O)COc1cccc(Br)c1)C1CCS(=O)(=O)C1 (stereo not drawn)	-3	-24	12	/	0	0.6	-1	1	9	/
Cn1nnnc1SCC(=O)N1CCN(S(=O)(=O)c2ccc(Cl)cc2)CC1	-2	-27	4	0	-1	0.0	-3	1	-4	-4
C/C(=N/Nc1ccnc2cc(Cl)ccc12)c1ccc(N)cc1	/	/	11	6	/	1.2	0	-1	-177	6
CCN(CC)CCCN(C(=O)c1ccc(OC)cc1)c1nc(-c2ccc(OC)cc2)cs1	5	-14	-2	-2	13	-19	-1	-4	-13	12
O=C(CSc1ccc(-c2ccncc2)nn1)c1ccc(Cl)cc1	1	-14	20	-2	0	-0.1	-3	1	-15	1
Cc1nc2ccc(NC(=O)N3CCOCC3)cc2nc1C	2	-4	11	-8	7	-0.4	-2	-4	6	-13

7 compounds out of the list, sorted by length of the SMILES, ascending:
SMILES	HSP90 inh	KLF5 inhibitor	AI-2 QS modul	HSF1 inh	IEC-6 tox	HIF act	GSK3 alpha inh	GSK3beta inhib	aSyn 5UTR inh	HSF1 activator
CC1CC(=O)c2cnc(N)nc2C1 (stereo not drawn)	0	-14	21	-4	3	0.5	-2	3	33	-9
Cc1nc2ccc(NC(=O)N3CCOCC3)cc2nc1C	2	-4	11	-8	7	-0.4	-2	-4	6	-13
Cc1nc2c([N+](=O)[O-])c(C)c(C)cc2[nH]1	-1	3	12	0	0	0.0	9	-3	13	-16
C/C(=N/Nc1ccnc2cc(Cl)ccc12)c1ccc(N)cc1	/	/	11	6	/	1.2	0	-1	-177	6
O=C(O)c1nn(Cc2csc(-c3ccccc3)n2)c(=O)c2ccccc12	-1	0	/	10	2	1.0	2	/	-28	41
Cn1nnnc1SCC(=O)N1CCN(S(=O)(=O)c2ccc(Cl)cc2)CC1	-2	-27	4	0	-1	0.0	-3	1	-4	-4
C=CCn1c(=N)c(C(=O)NCCCOC)cc2c(=O)n3cccc(C)c3nc21	-2	-42	11	/	8	-0.2	1	0	-14	/

(list continues)
SMILES	HSP90 inh	KLF5 inhibitor	AI-2 QS modul	HSF1 inh	IEC-6 tox	HIF act	GSK3 alpha inh	GSK3beta inhib	aSyn 5UTR inh	HSF1 activator
COCCNC(=O)[C@@]1(Cc2ccccc2)C=C[C@@H](C)N1C(C)=O	-5	-7	12	1	-6	-1.4	2	-2	-6	11
O=C(Nc1cccc(S(=O)(=O)N2CCCCC2)c1)C1CC(=O)N(Cc2ccco2)C1 (stereo not drawn)	4	-28	9	-4	2	-1.2	-8	0	11	-6
O=C(NCCOc1ccccc1Cl)C(=O)Nc1ccccc1	0	-8	14	9	4	0.7	-3	-1	10	9
O=C(COc1ccccc1)N(Cc1cc2ccccc2[nH]c1=O)CC1CCCO1 (stereo not drawn)	-4	4	6	-4	-14	0.7	1	5	5	16
Cc1ccc(CN2CCC(C(=O)Nc3ccc(Oc4cccnc4)cc3)CC2)cc1	3	-45	10	0	-3	-0.3	/	3	-1	-2
O=C(CCc1ccccc1)NNC(=O)Nc1ccccc1	-2	-20	1	-5	3	-0.1	-2	0	23	-4
COc1ccc(NC(=O)COn2nnc3ccc(Cl)cc32)cc1OC	0	-8	32	8	-7	-0.4	-1	2	21	0
CCCNC(=O)c1onc(CSc2cccc(OC)c2)c1C(=O)NCCC	/	/	7	-3	/	0.0	-5	4	10	-4
COCCN1C(=O)C(O)=C(C(C)=O)C1c1ccc(F)cc1 (stereo not drawn)	1	12	17	-12	3	-0.5	1	4	20	6
Cc1cc(C(N)=O)nn1-c1c(Cl)cc(Cl)cc1Cl	4	-10	20	-1	2	-0.5	1	1	8	2
Cc1ccc(NC(=S)N2CCC(NC(=O)c3cccc(F)c3)CC2)cc1	-1	6	53	-1	-4	0.1	-3	1	-27	5
CCOc1ccc(N2CC(C(=O)Nc3ccc(N4CCOCC4)cc3)CC2=O)cc1 (stereo not drawn)	3	-4	11	-5	0	0.1	-2	1	19	-9
O=C(CCN1CCN(c2ccc(F)cc2)CC1)Nc1ccc(F)cc1	1	-32	11	-4	-4	0.4	1	3	13	-10
O=C(OCCN1CCOCC1)c1ccc(Cl)cc1Cl	-1	-18	-12	6	6	0.2	-3	2	0	18
COc1cc(NC(=O)C2CCN(S(=O)(=O)c3ccc4c(c3)CC(C)N4C(C)=O)CC2)cc(OC)c1OC (stereo not drawn)	2	-30	19	-1	4	0.4	-4	-1	0	10
O=C(Nc1nc2ccccc2[nH]1)c1cccc(F)c1	26*	-71	-2	11	18	0.7	-1	1	-62	42
Cc1ccc(-c2cc(C(=O)Nc3cc(C)on3)no2)cc1	1	-16	9	8	0	-0.1	/	-1	-44	18
Cc1ccc(CC(=O)N2CCN(c3ccccn3)CC2)cc1	7	-19	13	12	-2	-9.6	2	-1	-29	14
CCn1c(SCC(=O)NCC(=O)Nc2ccc(F)cc2)nnc1-c1cccs1	-1	-12	29	-2	-1	0.0	-4	0	24	1
Cc1ccc2nc(Cl)c3cc(C(=O)N(CCN(C)C)Cc4ccco4)sc3c2c1	-2	-15	20	14	-8	0.1	-1	1	-43	14
Cc1ccc(C)c(S(=O)(=O)N2CCCCC2CCNC(=O)C(=O)NCCc2ccco2)c1 (stereo not drawn)	/	/	18	20	/	1.2	0	1	22	54*
CCN(CC(=O)Nc1c(F)cccc1F)C(=O)/C=C/c1ccc(C)o1	/	/	18	4	/	1.9	0	2	-6	-6
COc1ccc(Cl)cc1S(=O)(=O)N(C)CC(=O)NCc1ccccn1	-5	16	14	-6	1	-0.1	-3	1	-8	1
Cc1ccc(SCc2nc(-c3cccnc3)no2)cc1	3	0	?	10	10	1.5	-5	1	-48	-2
COc1ccccc1NC(=O)COC(=O)c1ccc2c(c1)nc(C)n2-c1ccccc1	-2	-32	18	-1	-1	-0.1	1	4	2	4
NC(=O)C1(c2ccccc2)OC1c1ccccc1 (stereo not drawn)	/	/	16	-1	/	0.1	-3	0	-6	1
CCOC(=O)N1CCN(C(=O)c2cc3c(=O)n4ccccc4nc3s2)CC1	2	-26	19	0	1	0.0	2	-1	-5	-11
Cc1ccc(S(=O)(=O)N2CCN(C(=O)CCC(=O)NCc3ccc(F)cc3)CC2)cc1	-3	-42	18	-6	-6	-0.1	1	1	-13	-8
CCOC(=O)C1(Cc2ccccc2C)CCCN(C(=O)c2ccc3nccnc3c2)C1 (stereo not drawn)	2	-21	17	-3	-1	-0.2	-2	0	-33	5
NS(=O)(=O)c1ccc(NC(=S)NC(=O)C2CCCCC2)cc1	-1	-22	12	/	-12	/	0	-2	/	/

A few values from the results shown.
`Cc1ccc(C)c(S(=O)(=O)N2CCCCC2CCNC(=O)C(=O)NCCc2ccco2)c1` (stereo not drawn) @ AI-2 QS modul = 18
`Cc1ccc(SCc2nc(-c3cccnc3)no2)cc1` @ GSK3 alpha inh = -5
`Cc1ccc2nc(Cl)c3cc(C(=O)N(CCN(C)C)Cc4ccco4)sc3c2c1` @ AI-2 QS modul = 20
`O=C(Nc1cccc(S(=O)(=O)N2CCCCC2)c1)C1CC(=O)N(Cc2ccco2)C1` (stereo not drawn) @ GSK3beta inhib = 0

Going on with the list.
SMILES	HSP90 inh	KLF5 inhibitor	AI-2 QS modul	HSF1 inh	IEC-6 tox	HIF act	GSK3 alpha inh	GSK3beta inhib	aSyn 5UTR inh	HSF1 activator
Cc1ccc(OC(C)C(=O)N/N=C/c2ccccn2)cc1 (stereo not drawn)	1	-20	9	3	3	-0.1	1	2	17	14
CCN(CC(=O)NC1CCCCC1)S(=O)(=O)c1ccc(Cl)cc1	3	7	8	-4	0	0.1	0	2	24	11
CC(C)(C)n1nnnc1C(c1cccs1)N(Cc1ccc(Cl)cc1)CC1CCCO1 (stereo not drawn)	1	-13	14	16	-4	-0.2	-2	-3	-14	-2
CCCOP(=O)(c1ccccc1)c1ccccc1	2	10	15	1	3	-0.3	0	3	19	5
Cc1cccc(C(=O)Nc2ccc(N3CCN(c4ccc(C(F)(F)F)cn4)CC3)nc2)c1	0	-33	22	-11	-9	0.0	0	7	-5	-7
Cc1cc(C)c(CSc2ncc(-c3ccc([N+](=O)[O-])cc3)[nH]2)c(C)c1	0	-15	11	8	4	-0.5	-1	3	-5	17
Cc1ccc(NS(=O)(=O)c2ccc(-n3cccn3)cc2)cc1F	1	3	29	9	-2	0.9	0	2	1	25
CN1CCCC1=Nc1c2c(nc3ccccc13)N(C)CC2	2	-5	5	3	-6	-0.3	3	5	-9	-22
NC(=O)N/N=C/c1c(Sc2nnnn2-c2ccccc2)nc2ccccn2c1=O	1	-35	9	3	11	0.9	3	-1	-33	26

Screening results (PubChem)
